Statin myotox sup: suppressors of statin myotoxicity in C2C12 myotubes, primary screen, cell-based, single point, plate reader | C2C12 myotubes + simvastatin, ATP luminescence, 48 h; scaled: DMSO 0, geranylgeraniol control 100 | rescue of ATP level, % at 7.49 µM | 330,000 compounds, 0.78% hits | AID 602340, 2012;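 active means mean ATP rescue above about 67%, or every replicate alone reaching that limit, limit read from the data, passing the limit was not always enough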;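 further: myotubes were challenged with 10 µM simvastatin during compound exposure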
PglD inh: C. jejuni PglD acetyltransferase inhibitors, primary screen, biochemical, DTNB colorimetric, single point | UDP-N-acetylbacillosamine N-acetyltransferase PglD (Campylobacter jejuni) | purified PglD enzyme, DTNB colorimetric CoA detection | inhibition, % at 12.5 µM | 360,000 compounds, 0.098% hits; in the data active means inhibition above about 16%, passing the limit was not always enough; further: strong numbers were not always called active
PAX8 inh HTS: inhibitors of PAX8-driven TPO luciferase reporter, primary screen, RMG-I cells, single concentration. SteadyGlo, 24 h. inhibition, % at 12.6 µM. 360,000 compounds, 1.2% hits;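 active means mean replicate inhibition at least 60% with every replicate also reaching 60%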;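 further: luciferase light reporting Pax8 driven TPO promoter activity; plate controls were median of neutral control wells for no effect and mitoxantrone controls for full effect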
LGR2 antag: inhibitors of bursicon-induced LGR2 CRE-luciferase signal, primary screen, cell-based, HEK293, CRE-luciferase reporter, bursicon stimulation; AID 720647, 2013; bursicon-stimulated, 4 h; Drosophila bursicon receptor LGR2 (rickets); 380,000 compounds, 0.35% hits; inhibition, % at 9.99 µM;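 active means drop in luminescence signal, shown as inhibition above about 50% in the replicate tests, limit read from the data, passing the limit was not always enough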;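 further: agonist challenge used bursicon conditioned medium at about half maximal strength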
Cneo AK release: Cryptococcus neoformans cell lysis inducers, primary screen, AK release luminescence, single concentration; C. neoformans lysis, adenylate kinase release luminescence, 4 h; normalised: neutral wells 0, clomiphene wells 100; lysis activity, % at 15 µM; 360,000 compounds, 0.2% hits;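 active means mean lysis activity across replicates of at least 80%, whatever share of replicates individually reach that level; inactive means mean lysis activity below 80%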
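Material: C. neoformans cells | Amount: Yeast cell density of 5 × 10^6 cells/mL | Medium: Fresh YPD growth medium | Dosing: Single dose | Times: Static 4 h at 37 °C with compound, 1 h detection | Detection: AK luminescence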
PGC1a acetyl inh: inhibitors of PGC1a acetylation signal, primary screen, cell-based, U2OS, AlphaScreen, inhibitor mode; AlphaScreen anti-acetyl-lysine; with virally co-expressed GCN5 acetyltransferase; inhibition, % at 15.6 µM; 350,000 compounds, 0.17% hits; AID 651687, 2012;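 active means every replicate shows inhibition of at least 40%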;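 further: 0% = neutral control wells and 100% = positive control wells; some results beyond the cut were filed as inactive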
INS-1E GSIS act: GLuc luminescence reporter in INS-1E cells, primary screen for activators of glucose-dependent secretion of insulin; INS-1E GLuc reporter insulin secretion, 2-3 h; activation, % at 16.6 µM; 370,000 compounds, 0.61% hits; AID 743287, 2014;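 active means lowest replicate activation of at least 40%, so every replicate reaches that level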;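 further: 0% = median of neutral control wells and 100% = median of IBMX positive control wells; some compounds called inactive have numbers as strong as hits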
ARNT-TACC3 inh: disruptors of ARNT/TACC3 protein interaction, primary screen, biochemical, AlphaScreen, single concentration; Transforming acidic coiled-coil-containing protein 3 (Homo sapiens), Q9Y6A5; AlphaScreen His-ARNT PAS-B/GST-TACC3 binding, luminescence; TACC3 fragment carries E629A point mutation; inhibition, % at 9.99 µM; 390,000 compounds, 0.66% hits; AID 623870, 2012;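 active means mean inhibition of replicates at least 50% and at least half of replicates each reaching 50%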;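 further: 0% = complete ARNT plus TACC3 wells and 100% = ARNT alone without TACC3; many hits fall short of the cut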
* = called active by the depositor; & = joins results of further samples.

CC1(C(=O)Nc2ccccc2)Cc2c(-c3ccc4c(c3)OCO4)ccnc2O1 (stereo unspecified) was read as Statin myotox sup 2, PglD inh -1, PAX8 inh HTS -18, LGR2 antag -9, Cneo AK release 1 and PGC1a acetyl inh 3.
Screening CCCN1CCC(=O)NC1=S returned Statin myotox sup -3, PglD inh 1, PAX8 inh HTS 1, LGR2 antag -1, Cneo AK release 0, PGC1a acetyl inh -4, INS-1E GSIS act 7 and ARNT-TACC3 inh -1.
Screening Fc1cccc(-n2c(-c3ccco3)nc3nc4ccccc4nc32)c1 returned PglD inh 3, Cneo AK release 3, PGC1a acetyl inh 6 and ARNT-TACC3 inh -4.
Screening CC(C)NC(=O)Nc1ccc2c(c1)CC(=O)N([C@H](C)CO)C[C@@H](C)[C@H](CN(C)Cc1ccc(C(F)(F)F)cc1)O2 returned Statin myotox sup 11, PglD inh -3, PAX8 inh HTS 16, LGR2 antag 0, Cneo AK release -1, PGC1a acetyl inh -17, INS-1E GSIS act -22 and ARNT-TACC3 inh 2.
C[C@@H]1CN([C@H](C)CO)S(=O)(=O)c2ccc(C#CCN(C)C)cc2O[C@H]1CN(C)C was read as Statin myotox sup -3, PglD inh -1, LGR2 antag -2, Cneo AK release 3, PGC1a acetyl inh 2, INS-1E GSIS act 10 and ARNT-TACC3 inh -2.
`COc1ccc(S(=O)(=O)Nc2ccc3c(c2)C(=O)N([C@@H](C)CO)C[C@@H](C)[C@@H](CN(C)CC2CCCCC2)O3)cc1` gave Statin myotox sup 3, PglD inh 6, PAX8 inh HTS -1, LGR2 antag 12, Cneo AK release 1, PGC1a acetyl inh -13, INS-1E GSIS act 2 and ARNT-TACC3 inh -2.
`c1ccc(COCCCn2cc(-c3ccccc3)nn2)cc1` gave Statin myotox sup -12, PglD inh 3, PAX8 inh HTS 1, LGR2 antag -3, Cneo AK release 1, PGC1a acetyl inh -2, INS-1E GSIS act -31 and ARNT-TACC3 inh -6.
Screening COc1ccc(-c2nnn(CC(=O)N3CCN(c4ccc(F)cc4)CC3)n2)cc1 returned Statin myotox sup -3, PglD inh -3, PAX8 inh HTS 2, LGR2 antag -11, Cneo AK release 1, PGC1a acetyl inh -1, INS-1E GSIS act 11 and ARNT-TACC3 inh -3.
Cn1cc(-c2coc3c(C(=O)NCc4cccnc4)cccc23)cn1 was read as Statin myotox sup 15, PglD inh -1, PAX8 inh HTS 22, LGR2 antag -15, Cneo AK release 0, PGC1a acetyl inh 7 and INS-1E GSIS act 5.
CC1CN(C(=O)CCS(=O)(=O)c2ccccc2)CC(C)O1 (stereo unspecified) was read as Statin myotox sup 1, PglD inh 1, PAX8 inh HTS -15, LGR2 antag -7, Cneo AK release -1, INS-1E GSIS act 14 and ARNT-TACC3 inh 17.
O=P(Cc1nnco1)(c1ccccc1)c1ccccc1 was read as PglD inh -4, Cneo AK release 0, PGC1a acetyl inh 19 and ARNT-TACC3 inh -4.
`C[C@@H](NC(=O)C[C@H]1C[C@@H]2c3cc(NC(=O)C4CCOCC4)ccc3O[C@@H]2[C@@H](CO)O1)c1ccccc1` gave Statin myotox sup -3, PglD inh 2, PAX8 inh HTS 0, LGR2 antag -18, Cneo AK release -4, PGC1a acetyl inh -1, INS-1E GSIS act 10 and ARNT-TACC3 inh -2.
For O=C(O)c1nc(-c2ccccc2)n(-c2ccccc2)n1 the results were Statin myotox sup 9, PAX8 inh HTS 12, LGR2 antag -15, INS-1E GSIS act 17 and ARNT-TACC3 inh 1.
Screening COc1ccc(NC(=O)Nc2nnc(-c3ccco3)s2)cc1 returned Statin myotox sup 6, PglD inh -2, PAX8 inh HTS -145, LGR2 antag -35, Cneo AK release -1, PGC1a acetyl inh 2, INS-1E GSIS act -4 and ARNT-TACC3 inh -10.
`O=C(Cc1ccccc1)NCC(=O)N1CCCCC1` gave PglD inh 0, PAX8 inh HTS -8, LGR2 antag -22, Cneo AK release -1, PGC1a acetyl inh 11, INS-1E GSIS act 22 and ARNT-TACC3 inh -1.
For CCN(Cc1ccccc1)Cc1ccc(OCc2ccccc2)c(OC)c1 the results were Statin myotox sup -9, PglD inh -3, PAX8 inh HTS -29, Cneo AK release 4, PGC1a acetyl inh 1 and ARNT-TACC3 inh -16.
CCCN(C)C[C@H]1Oc2cc(C#CCN(C)C)ccc2S(=O)(=O)N([C@H](C)CO)C[C@H]1C was read as Statin myotox sup -7, PglD inh -1, LGR2 antag -32, Cneo AK release 2, PGC1a acetyl inh -1, INS-1E GSIS act 2 and ARNT-TACC3 inh 5.
Screening COc1ccc2c(Cl)c(C(=O)NCCc3ccc(S(N)(=O)=O)cc3)sc2c1 returned Statin myotox sup -4, PglD inh 2, PAX8 inh HTS -4, LGR2 antag -34, Cneo AK release -9, PGC1a acetyl inh 8, INS-1E GSIS act -3 and ARNT-TACC3 inh 7.
For O=C(Cn1c(C(F)(F)F)nc2ccccc21)Nc1ccccc1C(=O)O the results were Statin myotox sup -4, PglD inh 0, PAX8 inh HTS 0, LGR2 antag 25, Cneo AK release 2, PGC1a acetyl inh -5, INS-1E GSIS act -12 and ARNT-TACC3 inh -26.
CCOc1cc(NC(=S)NCCCN2CCOCC2)c(OCC)cc1NC(=O)c1ccccc1 was read as Statin myotox sup -11, PglD inh -1, PAX8 inh HTS 11, LGR2 antag 1, Cneo AK release 2, PGC1a acetyl inh 9, INS-1E GSIS act 20 and ARNT-TACC3 inh -8.
Screening Cc1cc(/C=C2\C(=N)N3C(SCc4ccccc4)=NSC3=NC2=O)c(C)n1Cc1ccccc1 returned PglD inh -3, Cneo AK release 0, PGC1a acetyl inh -6 and ARNT-TACC3 inh -4.
O=C(c1ccncc1)N1CCN(C(=O)c2cccc3ccccc23)CC1 was read as Statin myotox sup 7, PglD inh -7, Cneo AK release -2, PGC1a acetyl inh 26 and ARNT-TACC3 inh 9.
Screening C/C=C/c1cnc2c(c1)C(=O)N([C@@H](C)CO)C[C@@H](C)[C@@H](CN(C)C(=O)c1cccnc1)O2 returned Statin myotox sup -4, PglD inh 5, LGR2 antag -9, Cneo AK release 0, INS-1E GSIS act 17 and ARNT-TACC3 inh -4.
For C=C(C)CNC(=S)N/N=C/c1c(F)cccc1F the results were PAX8 inh HTS 6, LGR2 antag -28, PGC1a acetyl inh 6, INS-1E GSIS act -8 and ARNT-TACC3 inh 7.
C[C@@H]1CN([C@H](C)CO)C(=O)CCCn2cc(nn2)CO[C@H]1CN(C)C(=O)Nc1ccc(F)cc1 was read as Statin myotox sup -6&6&16, PglD inh -6&-3&-1, PAX8 inh HTS -19&19, LGR2 antag 8&12, Cneo AK release -1&0&-27, PGC1a acetyl inh -1&-3&9, INS-1E GSIS act -1&2 and ARNT-TACC3 inh -1&-6.
For COc1ccc(C(=O)Cn2c(Cl)nc3c2c(=O)n(C)c(=O)n3C)cc1 the results were Statin myotox sup 8, PglD inh 6, PAX8 inh HTS 13, Cneo AK release 0, PGC1a acetyl inh 2 and ARNT-TACC3 inh -14.
Screening Cc1cc(S(=O)(=O)NCc2cccnc2)ccc1F returned Statin myotox sup -4, PglD inh -2, PAX8 inh HTS 22, LGR2 antag 13, Cneo AK release -1, INS-1E GSIS act 4 and ARNT-TACC3 inh -7.
COC(=O)CSc1nc2ncccc2[nH]1 was read as Statin myotox sup -11, PglD inh -3, PAX8 inh HTS 3, Cneo AK release -2, PGC1a acetyl inh 3 and ARNT-TACC3 inh -8.
For CCOC(=O)N1CCN(C(=O)c2ccc3nc4ccsc4c(=O)n3c2)CC1 the results were Statin myotox sup -8, PglD inh -2, PAX8 inh HTS 28, LGR2 antag -3, Cneo AK release 3, INS-1E GSIS act 20 and ARNT-TACC3 inh 7.
CO[C@H]1CN(C)C(=O)c2ccc(NC(=O)c3cc(C)on3)cc2OC[C@@H](C)N(C(=O)C2CC2)C[C@@H]1C was read as Statin myotox sup 1, PglD inh 0, PAX8 inh HTS -2, LGR2 antag -6, Cneo AK release -1, INS-1E GSIS act 6 and ARNT-TACC3 inh -11.

Looked up by structure from above (3):
For COc1ccc(C(=O)Cn2c(Cl)nc3c2c(=O)n(C)c(=O)n3C)cc1 the results were Statin myotox sup 8, PglD inh 6, PAX8 inh HTS 13, Cneo AK release 0, PGC1a acetyl inh 2 and ARNT-TACC3 inh -14.
For C=C(C)CNC(=S)N/N=C/c1c(F)cccc1F the results were PAX8 inh HTS 6, LGR2 antag -28, PGC1a acetyl inh 6, INS-1E GSIS act -8 and ARNT-TACC3 inh 7.
For O=C(Cn1c(C(F)(F)F)nc2ccccc21)Nc1ccccc1C(=O)O the results were Statin myotox sup -4, PglD inh 0, PAX8 inh HTS 0, LGR2 antag 25, Cneo AK release 2, PGC1a acetyl inh -5, INS-1E GSIS act -12 and ARNT-TACC3 inh -26.

Additional structures:
`CCOC(=O)COc1ccc(/C=C2\NC(=S)N(CC)C2=O)cc1` gave PAX8 inh HTS -2, LGR2 antag -3, INS-1E GSIS act -11 and ARNT-TACC3 inh -7.
For COC(=O)[C@H]1C[C@@]2(O)CN(S(=O)(=O)c3ccc(C)cc3)C[C@@]2(OC(=O)NC2CCCC2)C[C@H]1C(=O)OC the results were Statin myotox sup 1, PglD inh 3, PAX8 inh HTS -6, LGR2 antag -1, Cneo AK release -1, PGC1a acetyl inh -7 and INS-1E GSIS act -13.
`C[C@@H]1CN([C@@H](C)CO)C(=O)c2cc(C#CCN(C)C)cnc2O[C@H]1CN(C)Cc1ccccc1F` gave Statin myotox sup 16, PglD inh -1, PAX8 inh HTS -5, LGR2 antag -3, Cneo AK release -1, PGC1a acetyl inh -10, INS-1E GSIS act 6 and ARNT-TACC3 inh -5.
CCC[n+]1c(C)sc2c3c(ccc21)CCCC3 was read as Statin myotox sup 4, PglD inh 6, Cneo AK release 7, PGC1a acetyl inh 0 and ARNT-TACC3 inh 2.
For Cc1c2cnn(-c3ccccc3)c(=O)c2c(C)n1CCCC(=O)N1CCN(C)CC1 the results were Statin myotox sup 0, PglD inh 2, PAX8 inh HTS -15, LGR2 antag -13, Cneo AK release 0, PGC1a acetyl inh -24, INS-1E GSIS act 14 and ARNT-TACC3 inh 7.
For Cc1nc2nc(C)n(CCN3CCOCC3)c(=O)c2c(-c2cccc([N+](=O)[O-])c2)c1C(=O)CCCCCCCCCCN1CCC(c2ccccc2)(c2ccccc2)CC1 the results were PAX8 inh HTS 58, LGR2 antag 33, PGC1a acetyl inh 9, INS-1E GSIS act -15 and ARNT-TACC3 inh 18.
For COc1ccccc1-c1cn(CC[C@H]2CC[C@H](NC(=O)c3cnccn3)[C@H](CO)O2)nn1 the results were Statin myotox sup 6, PglD inh 2, LGR2 antag 2, Cneo AK release 0, PGC1a acetyl inh 6, INS-1E GSIS act 1 and ARNT-TACC3 inh -1.
For CC(C)COC(=O)Nc1nnc(SCCOc2ccccc2)s1 the results were Statin myotox sup 3, PglD inh 1, Cneo AK release 3, PGC1a acetyl inh -33 and ARNT-TACC3 inh -80.
For CCOC(=O)N1CCN(c2c(NCCCN(C)c3ccccc3)c(=O)c2=O)CC1 the results were Statin myotox sup -21, PglD inh 2, PAX8 inh HTS 8, LGR2 antag 12, Cneo AK release 2, PGC1a acetyl inh -10, INS-1E GSIS act 1 and ARNT-TACC3 inh -6.
